Bioassay records (PubChem)
JMJD2A Tudor inh – inhibitors of human JMJD2A Tudor domain; O75164; AlphaScreen JMJD2A-Tudor / H3K4me3 peptide binding; Potency, µM (titrated, usually from 114 µM), inactives show at the highest dose activity change, negative = inhibition, usual class: inhibitors; 390,000 compounds, 4.4% hits; AID 504339; further: potency means the concentration at half of the fitted maximal effect; on the % scale 0 is the no-effect control and ±100 the full control effect; nearly all actives have a fitted effect of over 50% in size
PI4K2A block – blocks human PI4K2A kinase activity; purified PI4K2A, ADP-Glo luminescence, 1 h; stronger effect = lower value; activity change, negative = inhibition, % at 76.9 µM; Q9BTU6; AID 1346378; 420,000 compounds, 0.13% hits; in the data active means activity change below about -50%; inconclusive means mostly about -30% to -49%;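 further: -100% = wells without enzyme as full effect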
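PI4K2A activity was measured by ADP-Glo luminescence: enzyme (4 ug/mL stock) and phosphatidylinositol (1.2 mM stock) in Tris pH 7.5/MgCl2/EGTA/Triton X-100 buffer were reacted with ATP (300 microM stock) for one hour at ambient temperature.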
HP1b binding inh – inhibitors of HP1-beta chromodomain binding to methylated histone tails; AlphaScreen HP1-beta / biotin-H3K9me3 peptide binding; 390,000 compounds, 0.56% hits; Potency, µM (titrated, usually from 114 µM), inactives show at the highest dose activity change, negative = inhibition, hits mostly inhibitors; AID 540317; P83916; further: potency means the concentration at half of the fitted maximal effect; nearly all actives have a fitted effect of over 70% in size; inactives centre near 23
Target sequence (P83916 whole entry, looked up): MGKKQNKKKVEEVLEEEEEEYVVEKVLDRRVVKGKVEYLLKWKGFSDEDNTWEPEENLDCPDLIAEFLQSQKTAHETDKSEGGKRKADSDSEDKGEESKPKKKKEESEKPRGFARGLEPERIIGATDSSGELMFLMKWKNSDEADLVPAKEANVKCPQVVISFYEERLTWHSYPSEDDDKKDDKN
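Compound inhibition of the preformed complex between 50 nM HP1-beta and 50 nM biotinylated H3K9me3 peptide was read by AlphaScreen. Buffer was PBS pH 7.4 with 0.01% Tween-20. Incubations ran 30 min at room temperature, with 10 ug/mL donor/acceptor beads.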
G9a block – inhibitors of human histone lysine methyltransferase G9a; G9a H3K9 monomethylation, AlphaScreen, 2 h; Potency, µM (doses to about 102 µM), inactives show at the top dose activity, negative = inhibition, most hits filed as inhibitors; Q96KQ7; 350,000 compounds, 8.8% hits; further: potency means the concentration at half of the fitted maximal effect; on the % scale 0 is the no-effect control and ±100 the full control effect; nearly all actives have a fitted effect of over 75% in size
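Quantitative HTS format: methyltransferase activity on a biotin-tagged H3K9 peptide is measured by AlphaScreen, using a rabbit anti-monomethyl-H3K9 antibody with streptavidin donor and anti-IgG acceptor beads. Final levels are 20 nM enzyme, 500 nM peptide, 20 uM SAM; 2 h RT.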
POLH inh – blocks human DNA polymerase eta activity | Potency, µM (top dose mostly 114 µM), without a hit: top-dose activity change, negative = inhibition, actives largely listed as inhibitors | 390,000 compounds, 1.2% hits | recombinant Pol eta, fluorescent DNA replication assay | Q9Y253; further: potency means the concentration at half of the fitted maximal effect; on the % scale 0 is the no-effect control and ±100 the full control effect
Target sequence (Q9Y253 whole entry, looked up): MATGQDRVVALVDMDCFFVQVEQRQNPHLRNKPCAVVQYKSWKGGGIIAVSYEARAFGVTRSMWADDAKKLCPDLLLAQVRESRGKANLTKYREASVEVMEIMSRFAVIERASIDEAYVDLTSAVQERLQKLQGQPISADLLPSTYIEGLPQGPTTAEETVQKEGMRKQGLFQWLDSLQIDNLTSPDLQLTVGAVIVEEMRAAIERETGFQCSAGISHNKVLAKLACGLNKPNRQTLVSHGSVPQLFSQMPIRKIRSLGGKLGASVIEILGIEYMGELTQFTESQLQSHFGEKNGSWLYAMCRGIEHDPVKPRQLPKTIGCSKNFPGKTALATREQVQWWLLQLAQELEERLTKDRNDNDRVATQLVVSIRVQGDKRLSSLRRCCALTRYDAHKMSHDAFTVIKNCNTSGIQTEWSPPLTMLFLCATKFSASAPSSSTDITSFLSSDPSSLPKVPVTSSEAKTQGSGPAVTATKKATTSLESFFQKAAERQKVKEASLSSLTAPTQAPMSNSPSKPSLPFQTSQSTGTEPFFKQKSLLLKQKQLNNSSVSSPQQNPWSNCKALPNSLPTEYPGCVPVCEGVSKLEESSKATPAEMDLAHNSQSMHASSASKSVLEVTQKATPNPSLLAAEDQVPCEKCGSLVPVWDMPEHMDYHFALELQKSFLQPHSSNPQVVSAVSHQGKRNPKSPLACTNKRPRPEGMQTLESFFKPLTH
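Fluorescent replication assay: 50 nM final substrate added after a 15 min room-temperature compound preincubation with 10 nM enzyme. Signal taken at 0 min and again at 10 min.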
GLS inhibitor – inhibitors of human glutaminase (GLS) | Potency, µM (highest dose often 45.5 µM), inactives show top-dose activity change, negative = inhibition, usual class: inhibitors | 410,000 compounds, 0.21% hits | O94925 | GLS enzymatic activity, qHTS titration; further: potency means the concentration at half of the fitted maximal effect; on the % scale 0 is the no-effect control and ±100 the full control effect
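Human kidney-isoform GLS in 45 mM KH2PO4 pH 8.2, 0.02% Tween-20, with compound, started with 1mM L-Glutamine (added stock). Glutamate oxidase/HRP/Amplex red coupled fluorescence read at start and after 30 min at RT.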
Tb PGK inh – T. brucei PGK inhibition. P07378. Potency, µM (titrated, usually from 57.5 µM), for inactives: top-dose activity change, negative = inhibition, actives largely listed as inhibitors. 380,000 compounds, 0.043% hits. PGK/GAPDH coupled, Kinase-Glo luminescence, 60 min; further: potency means the concentration at half of the fitted maximal effect; on the % scale 0 is the no-effect control and ±100 the full control effect; nearly all actives have a fitted effect of over 60% in size
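Recombinant glycosomal PGK reaction used 1,3-bisphosphoglycerate generated in-well by GAPDH (100nM final) in 100mM TEA pH 7.6, 5mM MgCl2, 0.01% Tween-20. After 60 minutes at room temperature, ATP was read by Kinase-Glo Plus luminescence end-point.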
Pin1 inh – blocks the human prolyl isomerase Pin1; Q13526; Pin1 FP peptide displacement, HiFluor488, 10 min; Potency, µM (top dose mostly 115 µM), without a hit: at the top dose activity, negative = inhibition, usual class: inhibitors; 390,000 compounds, 0.009% hits; active means well fitted inhibition curve with a large enough effect in the polarisation, with a control signal flat, not every such curve was filed as active; inconclusive means small, poorly fitted or top-dose-only effect, or effect the other way, or a change in a side signal; inactive means no such curve, though single readings can be large or run the other way; the % refers to the polarisation; further: potency means the concentration at half of the fitted maximal effect; on the % scale 0 is the no-effect control and ±100 the full control effect
Target sequence (Q13526 whole entry, looked up): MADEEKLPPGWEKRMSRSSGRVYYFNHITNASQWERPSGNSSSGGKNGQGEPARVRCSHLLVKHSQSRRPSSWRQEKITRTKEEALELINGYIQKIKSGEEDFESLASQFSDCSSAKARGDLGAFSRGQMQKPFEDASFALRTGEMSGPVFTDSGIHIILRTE
BAZ2B inh – inhibitors of human BAZ2B bromodomain; AlphaScreen BAZ2B-H3K14Ac peptide displacement; Q9UIF8; 360,000 compounds, 4.4% hits; AID 504333; Potency, µM (highest dose often 114 µM), without a hit: at the highest dose activity change, negative = inhibition, usual class: inhibitors; further: potency means the concentration at half of the fitted maximal effect; on the % scale 0 is the no-effect control and ±100 the full control effect; nearly all actives have a fitted effect of over 60% in size
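BAZ2B (50 nM) with biotin-H3(5-23)K14Ac peptide (50 nM) in PBS pH 7.4, 0.01% Tween-20, preformed 30 min, then compound 30 min at room temperature; top concentration 110uM. AlphaScreen streptavidin donor/nickel chelate acceptor beads (10 ug/mL final), 20 min dark, signal read.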
Active calls of the source: *; i = inactive; ? = inconclusive; · = not tested or not shown; [ ] = dose if it differs, or a comment. Unless noted, the call rests on the fitted dose curve; in most records, active means well fitted curve in the direction sought with a large enough effect; inconclusive means small, poorly fitted or top-dose-only effect, or another doubt; inactive means no such curve, though single readings can be large; an effect the other way counts as inactive or inconclusive.

SMILES	JMJD2A Tudor inh	PI4K2A block	HP1b binding inh	G9a block	POLH inh	GLS inhibitor	Tb PGK inh	Pin1 inh	BAZ2B inh
Cn1c(-c2ccc3c(c2)OCO3)cnc1NC(=O)CCC(=O)NCCc1ccccc1	56µM*	2	-18%	-21%	-14%	2%	-2%	21%	?
O=C1CC(NCc2ccc(F)cc2)C(=O)N1c1ccccc1 (stereo not given)	-11%	-1	41%[activator]	-48%	-10%	-1%	-3%	4%	-15%
CC(C)CC1NC(=S)N(C2CCCCC2)C1=O (stereo not given)	?	-2	-9%	-3%	-19%	?	i	-4%	-16%
COc1ccc(-n2c(=S)[nH]c3sc(-c4ccccc4)cc3c2=O)c(OC)c1	-27%	-3	4%	-3%	2%	?	-9%	-4%	8%
Cc1cccc(C(=O)NC2CCCCCCC2)c1	-5%	2	33%	7%	2%	0%	-2%	-3%	-1%
Cn1c2ccc(Br)cc2c2nnc(SCC(=O)O)nc21	-2%	-3	29%	·	-16%	3%	-5%	4%	2%
COc1ccc(/C=N/NC(=O)c2cc(-c3ccc(C)cc3C)nc3ccccc23)cc1COC(C)=O	-12%	-3	36%	3%	-18%	0%	i	10%	-35%[57.1 µM]
Fc1ccc(-c2nnc(Cc3ccc(Cl)cc3)o2)cc1	39%[activator]	1	65%[activator]	109%[activator]	-11%	2%	-1%	1%	39%
Cn1c(SCc2ccccn2)nc2c1c(=O)[nH]c(=O)n2C	?	-1	21%	0%	-20%	-3%	1%	1%	0%
CCc1ccccc1NS(=O)(=O)c1ccc(SC)cc1	14%	1	46%[activator]	16%[59 µM]	-22%	-5%	-9%	-1%	17%
Cc1ccc(C(=O)N[C@H](C(=O)OCC(=O)Nc2cccc(S(N)(=O)=O)c2)C(C)C)cc1	-21%	6	-13%	16%	-10%	1%	-2%	1%	-1%
COc1cccc(C(=O)NCC(=O)N/N=C/c2cccs2)c1	17%	-1	20%	12%[59 µM]	-18%	8%	-10%	6%	-2%
Cc1c(NC(=O)CN2C(=O)NC3(CCCCC3)C2=O)c(=O)n(-c2ccccc2)n1C	-6%	1	46%[activator]	-24%	-18%	2%	-2%	-8%	-11%
CC(=O)c1cccc(NC(=O)N2CCC(NC(=O)C34CC5CC(CC(C5)C3)C4)CC2)c1	10%	0	12%	-29%	-25%	-1%	-3%	-8%	-8%
CC(C)OC(=O)c1cc(-c2ccc(C=O)o2)ccc1Cl	5%	0	14%	?	?	9%	-7%	3%	-33%
O=C1S/C(=C\c2ccc(N3CCOCC3)o2)C(=O)N1c1ccccc1	-4%[11.4 µM]	-1	-9%	5µM*	?	?	5%	?	?
Cc1cccc2cc(C(c3nnnn3Cc3ccccc3)N3CCN(C)CC3)c(=O)[nH]c12 (stereo not given)	-12%	3	32%	-16%	-7%	2%	8%	1%	2%
Cc1cc2nc(-c3cccc(NC(=O)c4ccc(Br)o4)c3)oc2cc1C	-11%	0	29%	-41%	-17%	3%	-7%	24%	-2%
CCN(CC(=O)Nc1c(F)cccc1F)C(=O)Cc1csc(-c2ccc(OC)c(OC)c2)n1	-12%	4	13%	-20%	-1%	8%	0%	2%	-1%
COc1ccc(-n2c(=S)[nH]c3[nH]ncc3c2=O)cc1	?	-1	37%	·	-18%	-8%	-2%	1%	?
O=C(O)c1cc(NC2(c3ccccc3)C(=O)c3ccccc3C2=O)ccc1Cl	-21%	1	14%	-38%[59 µM]	-8%	29%	-2%	-9%	11%[57.1 µM]
C[C@H](NC(=O)OC(C)(C)C)C(=O)NCC1CCC(C(=O)O)CC1 (stereo not given in full)	-20%	8	19%	6%[59 µM]	-8%	7%	-4%	-12%	-12%
Cc1cccc2cc(C(c3nnnn3Cc3ccc4c(c3)OCO4)N3CCCC3)c(=O)[nH]c12 (stereo not given)	-4%	12	27%	18µM*	-15%	-3%	-6%	3%	-9%
O=C(NCc1ccco1)C(c1ccco1)N(Cc1cccs1)C(=O)Cn1nnc2ccccc21 (stereo not given)	-7%	-1	20%	?	1%	10%	i	-5%	0%
Cc1onc(-c2c(Cl)cccc2Cl)c1C(=O)Nn1cnnc1	-15%	1	23%	0%[59 µM]	-5%	-2%	-10%	2%	-4%
SMILES	JMJD2A Tudor inh	PI4K2A block	HP1b binding inh	G9a block	POLH inh	GLS inhibitor	Tb PGK inh	Pin1 inh	BAZ2B inh
COc1ccc(Nc2cc(C)nc3c(C)cccc23)cc1OC	-16%	-3	26%	-3%	-3%	3%	-1%	-1%	-24%
COc1ccc(-c2oc3ncn4nc(-c5ccccc5Br)nc4c3c2-c2ccc(OC)cc2)cc1	-11%	2	11%	6%[59 µM]	-17%	1%	-4%	-3%	3%
O=C1c2ccccc2C(=O)N1CCOc1ccccc1	31%	-9	25%	·	-17%	12%	-14%	-2%	·
Cc1ccc(/C=C2/Sc3ccccc3N(CC(=O)NCCCOC(C)C)C2=O)cc1	-10%	2	16%	0%[59 µM]	-8%	13%	6%	2%	6%
CCOC(=O)C1CCN(C(=O)COC(=O)COc2ccc(Cl)cc2)CC1	-12%	0	30%	3%	-2%	2%	i	-7%	·
COc1ccc(C(C)=O)cc1Cn1nnc(-c2ccccc2Br)n1	-6%	-4	28%	4%	4%	6%	-4%	-13%	56µM*
Cc1ccc(C)c(-n2cc(CNCCc3cnccn3)c(-c3ccccc3)n2)c1	-8%	1	31%	0%	-20%	1%	1%	5%	-20%
COc1cccc(C(=O)c2sc3nc(-c4ccccc4)cc(C(F)(F)F)c3c2N)c1	73%[activator]	0	136%[activator]	71%[activator][59 µM]	-20%	4%	-2%	?	23%
CCn1c(NC(=O)C(C)C)c(-c2cccs2)c(=O)c2ccccc21	-1%	0	5%	-29%	-15%	5%	i	-8%	-34%
Cc1cc(NS(=O)(=O)c2ccc(NC(=O)C(C)Oc3ccc(Cl)cc3)cc2)no1 (stereo not given)	-14%	2	6%	-2%[12.7 µM]	1%	-27%	-2%	-7%	?
COCc1cc(C)nc2sc(C(=O)OC(C)C)c(N)c12	48%[activator]	3	119%[activator]	7%[12.7 µM]	-15%	10%	3%	1%	40%[activator]
CCC(C)C(=O)Nc1cc(OC)c(OC)cc1C(=O)O (stereo not given)	15%	?	31%	16%[59 µM]	-14%	-4%	-1%	1%	-2%
CC1=CC(C)(C)[N+](C)(C)c2ccccc21	?	4	15%	?	-6%	-5%	-1%	-1%	?
CC1(C)CC(=O)C=C(c2cccs2)C1	-3%	4	44%[activator]	·	-2%	4%	0%	-3%	·
COc1ccc(C2CC(=O)c3cc(OC)ccc3O2)cc1 (stereo not given)	52%[activator]	5	47%[activator][57 µM]	·	-15%	-2%	-3%	-3%	·
CN(CC(=O)Nc1cccc(S(=O)(=O)NC2=NCCCCC2)c1)Cc1ccc(C(C)(C)C)cc1	?	-3	-4%	-37%	-18%	5%	-8%	2%	-23%
CN(Cc1cc(=O)[nH]c2ccccc12)C(=O)c1ccccc1	4%	3	33%	1%	-6%	4%	3%	-1%	5%
Cc1c(Cl)cccc1NC(=O)COc1ccc(S(=O)(=O)N2CCOCC2)cc1	-4%	3	26%	-2%[59 µM]	-4%	-1%	-4%	-6%	13%
CCOc1ccccc1Nc1nnc(SCC(=O)Nc2ccc3[nH]c(=O)[nH]c3c2)s1	-24%	-3	37%	-108%[59 µM]	-16%	-5%	i	3%	-12%
CCC(C)(C(=O)NC1CCCC1)N(C(=O)c1cnccn1)c1c(C)n(C)n(-c2ccccc2)c1=O (stereo not given)	-7%	-3	22%	5%[59 µM]	-12%	5%	-6%	-7%	-3%
O=C(CCCc1ccccc1)c1ccccc1	146%[activator]	-3	222%[activator]	198%[activator]	-14%	-6%	-9%	-1%	157%[activator]
Cc1nn(-c2ccccc2)c2c1C(c1ccc(O)c(O)c1)N1C(=N2)C(Nc2ccccc2)=Nc2ccccc21 (stereo not given)	-10%	0	40%[activator]	28%[0.501 µM]	-17%	-7%	8%	?	1%
CCn1c2c(c3cc(Cl)ccc31)CCCC2=O	70%[activator]	0	140%[activator]	86%[activator]	-22%	-1%	-6%	-1%	73%[activator]
O=C(CNC(=S)N(Cc1ccccc1F)C1CCCCC1)NCCCN1CCOCC1	-12%	2	27%	7%	-15%	0%	-3%	1%	-10%
COc1cccc(C(=O)c2sc(Nc3ccc(C)cc3C)c(S(=O)(=O)c3ccccc3)c2N)c1	-20%	-1	22%	-5%[59 µM]	-13%	-8%	-5%	5%	-30%
O=C(CCCCCN1C(=O)[C@@H]2Cc3ccccc3CN2C1=O)Nc1ccccc1F	-18%	11	11%	3%	-7%	-6%	-1%	1%	5%
Cc1c(Cl)cnc(NC(=O)COC(=O)c2cccc(S(=O)(=O)N3CCOCC3)c2)c1Cl	·	0	·	·	4%	2%	-2%	·	·
CN(c1ccccc1)S(=O)(=O)c1cccc(C(=O)Nc2nccs2)c1	-14%	0	32%	9%	-7%	5%	-5%	7%	25%
COc1cc(C(=O)N2CCN(C(=O)COc3cccc(C)c3)CC2)cc(OC)c1OC	-13%	2	22%	3%[59 µM]	-10%	-9%	i	1%	-8%

These rows are one share of the data; the hit share may differ from the screen's.
